D2 agonist – activates the human D2 dopamine receptor | P14416 | HEK293 T-REx D2 cells, calcium flux agonist mode | activation, % at 2 µM | 340,000 tested, 0.53% active | AID 485358;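 active = activation over 3 SD above normal in the single-dose calcium agonist read, cut at about 30% in these data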; note: 0% is about no effect
Target sequence (P14416 whole entry, looked up): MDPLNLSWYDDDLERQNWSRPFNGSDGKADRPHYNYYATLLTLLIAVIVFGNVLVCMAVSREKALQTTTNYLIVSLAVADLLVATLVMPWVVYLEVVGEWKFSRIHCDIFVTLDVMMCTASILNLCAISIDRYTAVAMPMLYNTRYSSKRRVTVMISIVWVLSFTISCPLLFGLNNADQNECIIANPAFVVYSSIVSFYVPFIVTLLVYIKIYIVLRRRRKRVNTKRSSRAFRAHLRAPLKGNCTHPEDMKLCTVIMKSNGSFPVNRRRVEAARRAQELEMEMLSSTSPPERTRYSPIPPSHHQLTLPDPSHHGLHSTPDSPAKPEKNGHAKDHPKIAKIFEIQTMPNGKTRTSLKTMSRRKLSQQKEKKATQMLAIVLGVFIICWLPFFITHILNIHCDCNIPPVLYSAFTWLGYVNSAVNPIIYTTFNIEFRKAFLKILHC
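HEK293 Trex D2 cells, tetracycline-induced, o/n 30 C 5% CO2; no-wash Ca dye, RT 30–90 min; 10-cycle baseline, 23 nl cpd added, kinetic Ca read 180 s; agonist hits = positive Ca response.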
PI4K2A block – blocks human PI4K2A kinase activity | purified PI4K2A, ADP-Glo luminescence, 1 h; active compounds read low | activity change, negative = inhibition, % at 76.9 µM | 420,000 tested, 0.13% active | AID 1346378; in the data active = activity change below about -50%; inconclusive = mostly about -30% to -49%;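 note: -100% = wells without enzyme as full effect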
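ADP-Glo luminescence measured ADP generated by PI4K2A enzyme (4 ug/mL before mixing) with 1.2 mM PI substrate (pre-mix) and 300 microM ATP (pre-mix). Tris pH7.5 buffer with MgCl2, Triton X-100; 1 h reaction at ambient temperature.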
rTrxR1 inhibitor – rat TrxR1 inhibition. O89049. recombinant rTrxR1, NADPH fluorescence consumption, selenite substrate. Potency, µM (top dose mostly 114 µM), inactives show top-dose activity change, negative = inhibition, hits mostly inhibitors. 390,000 tested, 1% active; note: potency is the fitted concentration of half-maximal effect; % is set by controls: 0 for no effect and ±100 for the full control effect; nearly all actives have a fitted effect of over 65% in size
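Rat TrxR1 (90 nM in the dispensed reagent) was pre-reduced with 400 uM NADPH for 5 min at room temperature, then incubated with compound for 15 min. After 400 uM selenite was added, NADPH fluorescence (Ex 340/Em 450 nm) was followed for 8 min.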
D2 antagonist – antagonists of human D2 dopamine receptor. P14416. HEK293 TREx D2 cells, calcium flux, dopamine EC80. inhibition, % at 10 µM. 340,000 tested, 2% active. AID 485344; in the data active = inhibition above about 30%; note: 0% is about no effect
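Cells plated overnight at 30 C with tetracycline; no-wash calcium dye, 30–90 min RT; 10 s baseline; compound pinned; 180 s read; EC80 dopamine added; another 180 s read.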
USP1 inh – inhibitors of human USP1/UAF1 deubiquitinase; 390,000 tested, 0.23% active; Potency, µM (doses to about 57.1 µM), for the others: at the highest dose activity change, negative = inhibition, most hits filed as inhibitors; recombinant USP1/UAF1, Ub-Rhodamine cleavage fluorescence; note: potency is the fitted concentration of half-maximal effect; % is set by controls: 0 for no effect and ±100 for the full control effect; nearly all actives have a fitted effect of over 60% in size; inactives centre near -12
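High-throughput fluorogenic screen: 1nM USP1/UAF1 complex, Ub-Rho substrate 150nM final, 50mM HEPES pH 7.8 with 0.5mM EDTA, 0.1 mg/ml BSA, 1mM TCEP and 0.01% Tween-20.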
TrxR1 substrate – rat thioredoxin reductase 1 substrate activity | purified TrxR1 substrate turnover, NADPH consumption readout | Potency, µM (doses to about 114 µM), for inactives: top-dose activity change, negative = substrate turnover | 390,000 tested, 0.01% active | AID 588456; note: potency is the fitted concentration of half-maximal effect; % is set by controls: 0 for no effect and ±100 for the full control effect; nearly all actives have a fitted effect of over 50% in size
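Rat TrxR1, dispensed at 90 nM, was prereduced with 400 uM NADPH (final) for 5 min at ~22 deg C, then incubated with compound 15 min before 400 uM selenite. A first-read NADPH fluorescence drop versus no-compound background flagged substrates.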
TRHR enhancer – allosteric enhancers of human TRH receptor; TRHR cells, fluo-8 calcium fluorescence, EC20 TRH enhancement; enhancement, % at 2 µM; AID 493056; 360,000 tested, 0.66% active; in the data active = enhancement above about 30%; note: 0% is about no effect
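Enhancer read-out: after compound pinning and an initial kinetic agonist-mode read, an EC20 of TRH (10 nM final) was injected and fluo-8 calcium signal (Ex 480/Em 530) followed at 1 s/cycle for 100 cycles in TRHR-expressing cells.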
TRHR ag – agonists of human TRH receptor; 360,000 tested, 0.18% active; AID 493084; activation, % at 2 µM; P34981; TRHR cells, calcium flux fluo-8, FDSS agonist mode; in the data active = activation above about 30%; note: 0% is about no effect
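Fluo-8-loaded TRHR cells; 10 s baseline, compound added, kinetic Ca2+ fluorescence read 1/s, agonist mode.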
mIDH1 inhibitor – blocks human mutant IDH1 R132H enzyme; Potency, µM (doses to about 76.6 µM), for inactives: at the top dose activity change, negative = inhibition, usual class: inhibitors; IDH1-R132H enzyme, NADPH consumption, diaphorase/resazurin fluorescence; 390,000 tested, 0.093% active; note: potency is the fitted concentration of half-maximal effect; % is set by controls: 0 for no effect and ±100 for the full control effect; nearly all actives have a fitted effect of over 65% in size
Target sequence (O75874 whole entry R132H, stated change not applied): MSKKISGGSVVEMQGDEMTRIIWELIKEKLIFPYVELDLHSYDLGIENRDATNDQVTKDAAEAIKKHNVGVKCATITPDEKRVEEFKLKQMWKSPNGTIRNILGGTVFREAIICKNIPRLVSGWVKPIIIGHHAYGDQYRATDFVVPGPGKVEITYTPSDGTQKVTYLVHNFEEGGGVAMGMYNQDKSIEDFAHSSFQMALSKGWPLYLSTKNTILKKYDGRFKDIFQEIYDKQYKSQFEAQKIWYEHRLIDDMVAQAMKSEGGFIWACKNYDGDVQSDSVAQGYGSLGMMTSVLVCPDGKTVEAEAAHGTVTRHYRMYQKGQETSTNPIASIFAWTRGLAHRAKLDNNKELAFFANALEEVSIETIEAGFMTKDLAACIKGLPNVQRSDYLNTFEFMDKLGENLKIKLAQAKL
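IDH1-R132H (0.5 ug/mL) preincubated 30 min with compound, then NADPH (0.016 mM) and alpha-KG (2 mM) added; 80 min at RT, pH 7.5. Remaining NADPH coupled via diaphorase/resazurin to fluorescence (540/590 nm); concentration-response curves normalized to no-enzyme control.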
* = called active by the depositor; ? = inconclusive; . = not tested or not shown; [ ] = dose if it differs, or a comment. Unless noted, calls come from the whole dose curve; as a rule, active = well fitted inhibition curve with a large enough effect; inconclusive = small, poorly fitted or top-dose-only effect; inactive = no such curve, though single readings can be large or run the other way.

Molecule	D2 agonist	PI4K2A block	rTrxR1 inhibitor	D2 antagonist	USP1 inh	TrxR1 substrate	TRHR enhancer	TRHR ag	mIDH1 inhibitor
N#Cc1ccc(-c2ccc(Cl)cc2)nc1SCC(=O)c1cccc(Cl)c1	-0.3	-4	17%[11.4 µM]	-10	-8%	3%[57.1 µM]	1	-1.1	6%
O=S(=O)(/N=C(/Nc1nccs1)c1ccc(F)cc1)c1ccccc1	.	0	10%[57.1 µM]	.	-5%	-11%	.	.	1%
Cn1c(SCC(=O)Nc2nccs2)nnc1-c1cccnc1	.	-3	21%	.	-19%	4%	-2	-0.1	2%
CCOc1ccc(N2CC(C(=O)Nc3ccc4c(c3)OCO4)CC2=O)cc1 (stereo unspecified)	-0.6	2	8%[57.1 µM]	5	-20%	-3%	-4	-1.1	-5%
Cc1nc(SCc2ccc(F)cc2)n[nH]1	0.0	-5	-4%[57.1 µM]	6	-4%	6%[57.1 µM]	0	0.1	-3%
COc1ccc(C2/C(=C(\O)c3ccc4c(c3)OCCO4)C(=O)C(=O)N2Cc2cccnc2)cc1 (stereo unspecified)	0.1	-4	35%[activator]	-15	-21%	14%	7	-0.8	8%
Cc1ccc(C(=O)Nc2nnc(S(=O)(=O)N3CCc4ccccc43)s2)cc1	1.3	2	-1%	.	-20%	-2%	-5	-0.1	-10%
O=C(O)CSc1c(O)c2ccccc2[nH]c1=O	0.3	-17	18%	0	-13%	-4%	1	0.6	1%
O=C(Oc1ccc(Cl)cc1)N1CCOCC1	0.2	-1	11%[57.1 µM]	8	-9%	9%	-4	0.1	5%
O=C(Nc1ccc(F)c(Cl)c1)Nc1csc2ccccc12	0.1	-2	26%[57.1 µM]	7	6%	7%[57.1 µM]	-10	0.4	20%
Cc1ccc(Cl)cc1NC(=O)Nc1nnc(N2CCCC(C)C2)s1 (stereo unspecified)	-0.8	1	3%	.	5%	-7%	-6	-0.6	3%
Cc1ccc(-c2cn3c4c(=O)n(C)c(=O)n(C)c4nc3n2-c2cccc(Cl)c2)cc1	8.6	-1	-6%[57.1 µM]	.	-2%	2%[57.1 µM]	-11	1.2	0%
CC1=C(C#N)C(c2ccc(O)cc2)C2=C(CC(C)(C)CC2=O)N1 (stereo unspecified)	-0.1	-1	-11%	6	-20%	23%	0	0.0	-1%
O=C(N[C@H]1/C=C\[C@@H](O)CCCC1)OCc1ccccc1	.	-3	-4%	.	?	-3%	.	.	5%
CSc1ccccc1NC(=O)CN(C)C(=O)COc1ncnc2ccccc12	.	2	-5%	.	-7%	-8%	.	.	6%
O=C(COc1ccc(F)cc1)Nc1ccc(OCc2cc(=O)n3ccsc3n2)cc1	-0.9	-1	2%	.	-12%	-5%	6	-1.9	2%
Cc1cccc(Nc2cc(=O)[nH]c(=O)[nH]2)c1C	1.1	-3	8%	13	2%	5%	3	0.3	6%
Nc1cnnc(N/N=C\c2ccccc2)c1Cl	.	-12	9%	.	-19%	5%	.	.	9%
CCN(CC)c1nc(SCCOC(=O)Nc2ccccc2)nc(N(CC)CC)n1	-0.1	5	31%	-4	?	2%	-4	0.8	5%
CN1CCN(c2oc(-c3ccc([N+](=O)[O-])cc3)nc2C#N)CC1	0.0	-5	16%	-17	-9%	-2%	1	1.7	4%
c1ccc(CCN2CCN=C2Nc2ccccc2)cc1	.	2	17%	.	-22%	6%	-7	19	11%
COc1ccc(CCNc2ccc(S(N)(=O)=O)cn2)cc1	0.1	5	1%	15	0%	8%	-9	0.1	9%
COc1ccc(CN(C(=O)CO/N=C/c2ccccc2)c2ccccc2C(=O)O)cc1	0.5	-2	20%	-1	-23%	7%	-5	-0.1	6%
CCN(C(C)=O)c1nc(CCl)cs1	0.4	-1	-8%	-6	-27%	4%	1	0.8	-3%
CN1CCCC(OC(=O)c2ccc(S(=O)(=O)N(C)C)cc2)C1 (stereo unspecified)	-0.6	2	14%	18	-18%	11%	-4	0.1	8%
CC(C)n1c(N2CCN(C(=O)Nc3ccc(Cl)cc3)CC2)nc2ccccc21	1.5	4	19%	20	-11%	-2%	4	-1.1	-6%
CCN(CC)c1ccc(C(=O)NNC(=O)CCl)cc1	-0.7	0	?	0	-3%	-19%	10	-0.3	-3%
CCOc1ccccc1C1CC(=O)NC(SCC)=C1C#N (stereo unspecified)	-0.4	2	7%	-7	-5%	-3%	34*	-1.6	2%
Cc1ccccc1CC(=O)N1CCN(C(=O)C2CCCO2)CC1 (stereo unspecified)	0.1	0	4%	-4	-9%	1%	-3	1.7	-9%
Cc1cccc(NC(=O)CSCC(=O)NCc2ccco2)c1	.	-3	?	.	-6%	-7%	0	0.0	-2%

Results in TrxR1 substrate, for 7 of the compounds above:
smiles | TrxR1 substrate
CCN(C(C)=O)c1nc(CCl)cs1 | 4%
CN1CCCC(OC(=O)c2ccc(S(=O)(=O)N(C)C)cc2)C1 (stereo unspecified) | 11%
CC(C)n1c(N2CCN(C(=O)Nc3ccc(Cl)cc3)CC2)nc2ccccc21 | -2%
CCN(CC)c1ccc(C(=O)NNC(=O)CCl)cc1 | -19%
CCOc1ccccc1C1CC(=O)NC(SCC)=C1C#N (stereo unspecified) | -3%
Cc1ccccc1CC(=O)N1CCN(C(=O)C2CCCO2)CC1 (stereo unspecified) | 1%
Cc1cccc(NC(=O)CSCC(=O)NCc2ccco2)c1 | -7%

Following part
Molecule	D2 agonist	PI4K2A block	rTrxR1 inhibitor	D2 antagonist	USP1 inh	TrxR1 substrate	TRHR enhancer	TRHR ag	mIDH1 inhibitor
O=C(NCCCn1ccnc1)c1nc(Cn2cc([N+](=O)[O-])cn2)no1	.	0	-1%[57.1 µM]	6	-17%	4%[57.1 µM]	-3	-1.0	10%
COc1ccc(CCNC(=O)c2ccc(-c3ccc([N+](=O)[O-])cc3)o2)cc1OC	0.3	2	?	-4	-3%	-18%	-1	-0.3	6%
COc1ccc(-c2csc(NC(=O)CSc3nc(C)nc4sc(C(=O)O)c(C)c34)n2)cc1	0.7	0	1%	1	-26%	-1%	4	0.4	-27%
COCCn1c(C(C)C)nc2sc3ccccc3c(=O)c2c1=O	-1.1	3	0%	2	-10%	-3%	-2	-0.5	0%
Cc1[nH]c2ccccc2c1N=Nc1cc(C(=O)O)cc(C(=O)O)c1	0.3	-4	-14%	-6	-22%	?	-6	-0.7	8%
O=C(COc1cccc2ccccc12)N1c2ccccc2CCc2ccccc21	0.5	0	17%[57.1 µM]	-2	-4%	-3%[57.1 µM]	2	0.7	-6%
CCCCSc1nc(C)cc(SCC(=O)N/N=C/c2ccccc2)n1	-0.2	0	-10%	8	-27%	-9%	-11	0.7	3%
Cc1ccc(N2CCN(/N=C/c3cccnc3)CC2)cc1	0.4	3	8%	8	-19%	0%	-1	-0.1	9%
COc1ccc(NC(=O)c2oc3ccccc3c2NC(=O)Cc2cccs2)c(OC)c1	-0.8	-5	93%[activator]	.	-19%	85%[activator]	9	-1.7	9%
CC1CCCCC1NC(=O)c1cncc(Br)c1 (stereo unspecified)	0.3	3	2%[57.1 µM]	1	-9%	17%[57.1 µM]	-8	-0.3	8%
Cc1nn(CC(=O)NC2C(=O)N3C(C(=O)O)=C(CSc4nnnn4C)CSC23)cc1Br (stereo unspecified)	-0.3	-4	-31%	12	-6%	4%	2	0.2	0%
Oc1ccc(C[C@H]2CNC(=S)N2CC2CCCN2C[C@H](Cc2ccc(O)cc2)N2C[C@H](Cc3ccccc3)N(CCc3ccccc3)C2=S)cc1 (stereo partly specified)	.	1	35%	.	-27%	8%	.	.	-7%
COCCN(C(=O)COC(=O)c1cc2ccccc2cc1OC)c1c(N)n(Cc2ccccc2)c(=O)[nH]c1=O	0.5	1	1%[57.1 µM]	4	-19%	23%[57.1 µM]	-3	0.3	1%
CC(C)C(=O)N(Cc1ccccc1)c1ccccn1	-0.3	-3	13%	-11	?	-5%	3	-4.3	4%
CCN(C(=O)CCc1nnc2ccc(N3CCC4(CC3)OCCO4)nn12)c1ccccc1	-0.3	-5	19%	1	-8%	4%	-1	0.0	3%
CC(=O)c1c(C(C)=O)c(C)n(-c2nc(-c3ccccc3)c(C)s2)c1C	-0.7	3	-4%	14	-25%	0%	-6	0.2	3%
O=C(COC(=O)c1ccc2c(c1)C(=O)N(Cc1ccco1)C2=O)NCC(F)(F)F	1.2	-1	0%	4	-7%	2%	-13	0.2	0%
COc1ccc(CCNCC(O)COc2ccc(OC)cc2C(C)(C)C)cc1 (stereo unspecified)	.	-1	16%	.	-22%	8%[0.457 µM]	7	6.1	4%

Part of the list above, with values under each structure.
Under each structure – D2 agonist, PI4K2A block, rTrxR1 inhibitor, D2 antagonist, USP1 inh, TrxR1 substrate, TRHR enhancer, TRHR ag, mIDH1 inhibitor
> COc1ccc(CCNCC(O)COc2ccc(OC)cc2C(C)(C)C)cc1 (stereo unspecified)
 : ., -1, 16%, ., -22%, 8%[0.457 µM], 7, 6.1, 4%
> O=C(COC(=O)c1ccc2c(c1)C(=O)N(Cc1ccco1)C2=O)NCC(F)(F)F
 : 1.2, -1, 0%, 4, -7%, 2%, -13, 0.2, 0%
> Cc1nn(CC(=O)NC2C(=O)N3C(C(=O)O)=C(CSc4nnnn4C)CSC23)cc1Br (stereo unspecified)
 : -0.3, -4, -31%, 12, -6%, 4%, 2, 0.2, 0%
